Source: PubChem BioAssay (several laboratories)
CYP2C19 inh = inhibitors of human CYP2C19; P33261; CYP2C19 Supersomes, luciferin-H EGE luminescence, 30 min; inhibition, % at 5 µM; actives 21% (n = 96,000); AID 778;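 active = CYP2C19 inhibition above a set limit at 5 µM in the primary screen, cut at about 50% in these data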;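 also: plate controls were negative control wells for no effect and 2.5 mM tranylcypromine positive control for full effect; values of inactives mirror those of a sister screen read the other way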
DAT uptake mod = changed human dopamine transporter uptake under cocaine IC80 | actives 1.3% (n = 110,000) | Q01959 | B-score at 10 µM | LLC-PK1 hDAT cells, [14C]-dopamine uptake with cocaine IC80; actives deviate in either direction;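 active = Z score or B-score, a plate-position-corrected score, falls beyond the plate's 99.7% confidence bounds, in either direction; inactive = both scores lie inside the 99.7% bounds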;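 also: scored against the spread of the other compound wells on the same plate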
Target sequence (Q01959 whole entry, looked up): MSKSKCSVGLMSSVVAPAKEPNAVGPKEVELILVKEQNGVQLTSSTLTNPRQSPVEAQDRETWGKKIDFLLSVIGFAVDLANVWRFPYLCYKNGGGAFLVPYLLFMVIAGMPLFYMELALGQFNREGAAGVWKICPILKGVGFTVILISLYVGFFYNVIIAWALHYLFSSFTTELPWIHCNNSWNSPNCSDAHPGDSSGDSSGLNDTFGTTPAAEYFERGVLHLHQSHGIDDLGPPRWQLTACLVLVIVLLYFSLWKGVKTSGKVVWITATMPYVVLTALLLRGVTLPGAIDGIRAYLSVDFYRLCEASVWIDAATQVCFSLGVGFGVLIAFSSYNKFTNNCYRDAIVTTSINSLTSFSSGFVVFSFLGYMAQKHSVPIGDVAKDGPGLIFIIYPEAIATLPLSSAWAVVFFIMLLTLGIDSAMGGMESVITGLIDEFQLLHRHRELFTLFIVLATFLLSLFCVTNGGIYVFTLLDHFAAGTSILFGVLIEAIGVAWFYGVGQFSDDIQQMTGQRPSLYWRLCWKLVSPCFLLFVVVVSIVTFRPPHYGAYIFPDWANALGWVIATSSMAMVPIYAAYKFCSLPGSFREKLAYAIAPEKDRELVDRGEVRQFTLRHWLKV
S1P2 antag = blocks the human S1P2 receptor; cell-based S1P2 antagonist assay, inhibition at 5 uM; inhibition, % at 5 µM; actives 0.21% (n = 97,000); in the data active = inhibition above about 45%;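 also: CRE beta-lactamase reporter cells expressing human S1P2 stimulated with S1P; 0% = agonist at EC80 alone and 100% = agonist plus reference antagonist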
Target sequence (O95136 whole entry, looked up): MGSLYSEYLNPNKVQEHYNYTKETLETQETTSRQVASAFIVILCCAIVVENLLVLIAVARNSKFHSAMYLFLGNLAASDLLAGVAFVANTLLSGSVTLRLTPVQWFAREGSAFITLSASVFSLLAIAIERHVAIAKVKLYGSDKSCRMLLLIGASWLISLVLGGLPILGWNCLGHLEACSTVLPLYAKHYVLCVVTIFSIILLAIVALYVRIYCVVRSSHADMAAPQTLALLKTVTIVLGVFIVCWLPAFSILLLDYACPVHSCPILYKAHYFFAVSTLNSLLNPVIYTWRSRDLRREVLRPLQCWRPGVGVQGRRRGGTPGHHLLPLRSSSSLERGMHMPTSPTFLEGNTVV
S1P2 ag = activates the human S1P2 receptor; S1P2-expressing cell line, agonist reporter read-out; activation, % at 4.5 µM; actives 0.46% (n = 97,000); in the data active = activation above about 16%;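 also: 0% = vehicle low control and 100% = maximal reference agonist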
PostGolgi ctrl = inhibits growth of the yeast control strain; efflux-deficient yeast background strain, growth absorbance A615, 16 h; actives 5% (n = 98,000); inhibition, % at 10 µM
sEH inhibitor = soluble epoxide hydrolase (human) inhibition; recombinant human sEH enzymatic activity assay; P34913; AID 707; actives 0.34% (n = 91,000); inhibition, % at 2 µM; in the data active = inhibition above about 80%; also: values of inactives mirror those of a sister screen read the other way; many of its hits are not listed in these tables
sEH activator = soluble epoxide hydrolase (human) activation; actives 0.04% (n = 91,000); purified human sEH enzymatic activity, activator screen; activation, % at 2 µM; P34913; in the data active = activation above about 37%; also: values of inactives mirror those of a sister screen read the other way
CYP2C19 act = activators of human cytochrome P450 2C19; recombinant CYP2C19, luciferin-H EGE luminescence; hits give high values; 0 = fully inhibited enzyme, 1 = untreated enzyme; 96,000 tested, under 10 active; AID 1025; P33261; activation factor at 5 µM;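 active = activation factor of at least 2 at 5 µM in the primary screen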;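 also: 0 = wells with 2.5 mM tranylcypromine and 1 = vehicle-only wells; values of inactives mirror those of a sister screen read the other way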
PostGolgi yeast = growth inhibition of a yeast mutant, post-Golgi transport screen | inhibition, % at 10 µM | post-Golgi transport phenotypic cell assay | actives 0.9% (n = 98,000);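 also: yeast cells grown in 1536-well plates; yeast grown about 18 h at 30C before absorbance read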
Active calls of the source: *; . = no result given. Rule as the data show it, unless noted: active = inhibition above about 30%; inactive = the rest.

entry | Molecule | CYP2C19 act | PostGolgi yeast | S1P2 antag | DAT uptake mod | PostGolgi ctrl
1 | CC(=O)Nc1ccc(S(=O)(=O)Nc2ccc(NC(=O)c3ccco3)cc2)cc1 | 1 | 10 | 17 | 0.24 | -10
2 | CCC(=O)Nc1ccc(S(=O)(=O)Nc2cccnc2)cc1 | 0.7 | 8 | 9 | 0.071 | -4
3 | Cc1cc(=O)[nH]c(S/C=C/c2ccccc2)n1 | 0.8 | -4 | 8 | 0.29 | 24
4 | Cc1cc(C(C#N)c2cccc(Cl)c2)n2ncnc2n1 (centres undefined) | 0.7 | 24 | 14 | . | -3
5 | COCCn1c(C(C)C)nc2sc3ccccc3c(=O)c2c1=O | 0.7 | -8 | -3 | 0.042 | 10
6 | COc1ccc(S(=O)(=O)NC(CC(=O)NCCc2ccccc2)c2ccco2)cc1 (centres undefined) | 0.8 | -12 | -2 | 0.2 | 4
7 | CCOC(=O)N1CCN(C(=O)CSc2nc(-c3cccc(C)c3)ns2)CC1 | 0.5 | 1 | 4 | 1.9 | 24
8 | CC(C)(C)C1CCC(=NNc2ncc(C(F)(F)F)cc2Cl)CC1 (centres undefined) | 0.6 | -1 | 1 | -0.53 | 5
9 | N#Cc1c(NC(=O)c2cccnc2)sc2c1CCC2 | 1 | -13 | -7 | -1.2 | 8
10 | CC1CC(C)CN(C/C=C/c2ccccc2[N+](=O)[O-])C1 (centres undefined) | 0.7 | 0 | 7 | -1.4 | 8

entry | CYP2C19 inh | sEH activator | sEH inhibitor | S1P2 ag
1 | -1 | -1 | 2 | -3
2 | 31 | 13 | -13 | -4
3 | 17 | -3 | 1 | -3
4 | 29 | -7 | 9 | -9
5 | 32 | -6 | 10 | -10
6 | 24 | -18 | 16 | -8
7 | 49 | -2 | 2 | -7
8 | 40 | 8 | -6 | -3
9 | 4 | -10 | 10 | -2
10 | 30 | -3 | 4 | -6

New compounds follow.
entry | Molecule | CYP2C19 act | PostGolgi yeast | S1P2 antag | DAT uptake mod | PostGolgi ctrl
11 | COc1ccc(CCNC(=O)CSC2=Nc3ccccc3C3=NC(C(C)C)C(=O)N23)cc1OC (centres undefined) | 1 | -24 | 13 | . | -1
12 | O=C1CC(Nc2ccccc2)C(=O)N1c1ccc(N2CCOCC2)cc1 (centres undefined) | 1.2 | -1 | 6 | 0.037 | 2
13 | CC(=O)NC1(C(F)(F)F)C(=O)Nc2c1c(=O)n(C)c(=O)n2C (centres undefined) | 1 | 0 | 12 | -0.34 | -3
14 | CC1CC(C)CN(C(=O)c2ccncc2)C1 (centres undefined) | 0.8 | -4 | 9 | -0.55 | 0
15 | COc1ccc(C2C(C(=O)O)CC(=O)N2c2ccc(OC)cc2)cc1 (centres undefined) | 1 | -7 | 7 | 0.24 | 3
16 | COc1ccc(C2C(C(C)=O)=C(O)C(=O)N2Cc2cccnc2)cc1 (centres undefined) | . | . | 5 | 0.12 | .
17 | CCCSC1=C(C#N)C(c2ccccc2OCC)CC(=O)N1 (centres undefined) | 0.5 | -4 | 15 | -1.1 | 7
18 | CC(=O)Oc1cc2oc(=O)c3c(c2cc1Cl)CCC3 | 1.1 | -5 | -15 | 5.6* | 14
19 | Cc1cc(=O)oc(C)c1C(=O)NCc1c(F)cc(F)cc1F | 0.9 | 2 | 8 | -0.95 | 20
20 | CCN(CC)c1ccc(N=Cc2ccc(N(CC)CC)cc2O)cc1 | 0.9 | -2 | -6 | 0.097 | 2

entry | CYP2C19 inh | sEH activator | sEH inhibitor | S1P2 ag
11 | -1 | 8 | -8 | 0
12 | -19 | -2 | 6 | -4
13 | 3 | -3 | 6 | -1
14 | 21 | -9 | 7 | -1
15 | -3 | . | . | -5
16 | . | 11 | -8 | -4
17 | 47 | -1 | 6 | 1
18 | -12 | . | . | 6
19 | 12 | 0 | 1 | -2
20 | 12 | -11 | 13 | -5

At a glance, some entries already given.
entry | Molecule | CYP2C19 act | PostGolgi yeast | S1P2 antag | DAT uptake mod | PostGolgi ctrl
3 | Cc1cc(=O)[nH]c(S/C=C/c2ccccc2)n1 | 0.8 | -4 | 8 | 0.29 | 24
4 | Cc1cc(C(C#N)c2cccc(Cl)c2)n2ncnc2n1 (centres undefined) | 0.7 | 24 | 14 | . | -3
5 | COCCn1c(C(C)C)nc2sc3ccccc3c(=O)c2c1=O | 0.7 | -8 | -3 | 0.042 | 10

entry | CYP2C19 inh | sEH activator | sEH inhibitor | S1P2 ag
3 | 17 | -3 | 1 | -3
4 | 29 | -7 | 9 | -9
5 | 32 | -6 | 10 | -10

Carrying on.
entry | Molecule | CYP2C19 act | PostGolgi yeast | S1P2 antag | DAT uptake mod | PostGolgi ctrl
21 | CSC1=NCCN1C(=O)c1cccc(C(F)(F)F)c1 | 1 | -4 | 15 | 0.063 | 12
22 | CCCNC(=O)Cn1cnc2sc(C(=O)Nc3ccc4c(c3)OCO4)c(C)c2c1=O | 1.1 | 7 | -14 | -0.46 | 20
23 | Cc1cc(CSc2ccccc2)ccc1NC(=O)COc1ccccc1 | 0.9 | -4 | 11 | 0.089 | -1
24 | O=C(NCc1ccccc1)c1cccnc1N1CCOCC1 | . | -6 | -21 | 0.48 | 3
25 | COc1ccc(Nc2ncc3c(n2)CC(c2ccccc2)CC3=O)cc1 (centres undefined) | 0.8 | 17 | . | 0.55 | 18
26 | Cc1ccc(-n2c(SCC3CCCCO3)nnc2-c2ccco2)cc1 (centres undefined) | 0.9 | -5 | -8 | 1.4 | 18
27 | CC(C)Oc1ccc(C(=O)NCc2ccco2)cc1 | 0.3 | 1 | 6 | -0.35 | 5
28 | CCCCn1nnc(NC(=O)c2ccc(-c3cccc(Cl)c3)o2)n1 | 0.9 | -3 | 0 | 1.4 | 7
29 | Cc1ccc(CNC(=O)C2CCCN(S(=O)(=O)c3cccnc3)C2)cc1 (centres undefined) | 0.7 | 6 | -3 | 0.63 | -1
30 | CCOc1ncccc1C(=O)OCC(=O)Nc1cccc(C(C)=O)c1 | 0.9 | -7 | -3 | 0.78 | 2

entry | CYP2C19 inh | sEH activator | sEH inhibitor | S1P2 ag
21 | 3 | 11 | -7 | -7
22 | -13 | -13 | 10 | -8
23 | 11 | 7 | -5 | -10
24 | . | 14 | -14 | 2
25 | 22 | . | . | .
26 | 13 | -6 | 9 | -6
27 | 70* | 14 | -10 | -8
28 | 14 | -38 | 40 | -6
29 | 29 | -35 | 36 | -5
30 | 12 | -3 | 5 | 0

Molecules listed so far that have fluorine, in the order listed:
entry | Molecule | CYP2C19 act | PostGolgi yeast | S1P2 antag | DAT uptake mod | PostGolgi ctrl
8 | CC(C)(C)C1CCC(=NNc2ncc(C(F)(F)F)cc2Cl)CC1 (centres undefined) | 0.6 | -1 | 1 | -0.53 | 5
13 | CC(=O)NC1(C(F)(F)F)C(=O)Nc2c1c(=O)n(C)c(=O)n2C (centres undefined) | 1 | 0 | 12 | -0.34 | -3
19 | Cc1cc(=O)oc(C)c1C(=O)NCc1c(F)cc(F)cc1F | 0.9 | 2 | 8 | -0.95 | 20
21 | CSC1=NCCN1C(=O)c1cccc(C(F)(F)F)c1 | 1 | -4 | 15 | 0.063 | 12

entry | CYP2C19 inh | sEH activator | sEH inhibitor | S1P2 ag
8 | 40 | 8 | -6 | -3
13 | 3 | -3 | 6 | -1
19 | 12 | 0 | 1 | -2
21 | 3 | 11 | -7 | -7

More results.
entry | Molecule | CYP2C19 act | PostGolgi yeast | S1P2 antag | DAT uptake mod | PostGolgi ctrl
31 | O=Cc1ccc(N2CCCC2)c(F)c1 | 0.5 | 24 | -16 | -1.1 | 0
32 | COCCCNC(=O)C(=O)N/N=C/c1ccc(OCC(=O)Nc2cccc(Cl)c2C)c(OC)c1 | 0.9 | 7 | 8 | -0.62 | 1
33 | CCCCC(=O)c1c(O)c2ccccc2oc1=O | 1.1 | 1 | 4 | 0.11 | 3
34 | O=C(CCN1CCC(c2ccccc2)C1)c1ccccc1 (centres undefined) | 0.1 | -1 | 22 | 0.079 | 1
35 | O=C(Nc1nccs1)NC1CCCCC1 | 1 | -2 | 15 | -0.21 | 19
36 | CC1Cc2nc(SCC(=O)Nc3ccc(F)cc3F)n(C)c(=O)c2S1 (centres undefined) | 0.7 | . | 18 | -1.5 | .
37 | COC1=CC(=O)OC12CCCCC2 | 1.1 | -6 | 2 | -0.85 | -8
38 | Cc1ccc(C2CN(C)C3(C(=O)Nc4ccccc43)C23COc2ccccc2C3=O)cc1 (centres undefined) | 0.6 | -5 | 15 | . | 80*
39 | COCCNC(=O)C(OC(=O)c1cc2oc(C)cc2n1C)C(C)C (centres undefined) | 0.8 | -5 | -20 | 0.54 | -1
40 | COc1ccc(N2CCN(C(=O)CSc3nnc(CNc4ccccc4)o3)CC2)cc1 | . | 3 | -2 | -0.71 | -1

entry | CYP2C19 inh | sEH activator | sEH inhibitor | S1P2 ag
31 | 49 | -1 | 2 | -2
32 | 9 | 5 | -5 | -2
33 | -10 | . | . | -7
34 | 88* | -10 | 12 | -5
35 | 1 | -16 | 20 | -8
36 | 27 | 19 | -20 | -4
37 | -7 | . | . | 0
38 | 44 | -30 | 32 | -2
39 | 18 | -4 | 4 | 1
40 | . | 12 | -12 | -2

Next part.
entry | Molecule | CYP2C19 act | PostGolgi yeast | S1P2 antag | DAT uptake mod | PostGolgi ctrl
41 | Cc1ccc2c(c1)C(c1ccc(F)cc1)N(C(=O)C1CC1)CC(=O)N2 (centres undefined) | 0.8 | -10 | -10 | -0.023 | 9
42 | CCSc1ncc(C#N)c(=O)[nH]1 | 1 | 12 | 1 | -0.74 | 0
43 | COc1cccc2cc(-c3nnc(SCC(=O)NCc4ccccc4)n3C)oc12 | 0.9 | 1 | 21 | 0.13 | 11
44 | S=C(NCc1cccnc1)Nc1cccc(Cl)c1 | 0.3 | 0 | 27 | -0.77 | 1
45 | CCOC(=O)N1CCN(C(=O)C2CCN(S(=O)(=O)N(CC)CC)CC2)CC1 | 1 | -7 | 1 | -1.6 | 1
46 | Cc1ccc2nc(-c3ccc(NS(C)(=O)=O)cc3)cc(-c3ccccc3)c2c1 | 0.9 | 12 | -8 | 0.85 | 58*
47 | O=C(Nc1cccc(C(F)(F)F)c1)C12CC3CC(CC(C3)C1)C2 | . | . | 6 | -0.57 | .
48 | O=C(OCc1cnc(Cl)s1)c1ccccc1Cl | 0.2 | -4 | 15 | -0.73 | 10
49 | CC(C)=CC(=O)OCC(=O)NC(=O)NC(C)(C)C | 0.6 | 7 | -8 | -0.84 | -8
50 | CCOc1ccccc1Nc1nc(N)nc(CSc2nncn2C)n1 | 1 | 19 | -4 | -0.69 | 1

entry | CYP2C19 inh | sEH activator | sEH inhibitor | S1P2 ag
41 | 20 | -7 | 10 | -4
42 | 2 | 0 | 0 | -4
43 | 14 | -11 | 13 | -6
44 | 73* | 2 | 1 | -4
45 | -3 | 11 | -10 | -5
46 | 10 | -12 | 14 | -2
47 | . | -30 | 32 | -1
48 | 77* | -9 | 8 | -2
49 | 44 | 19 | -20 | 0
50 | 3 | 6 | -8 | -5

More entries follow:
entry | Molecule | CYP2C19 act | PostGolgi yeast | S1P2 antag | DAT uptake mod | PostGolgi ctrl
51 | O=S(=O)(c1cccs1)n1nnc2ccccc21 | 0.9 | 20 | 17 | -0.44 | -2
52 | Cc1ccc(-c2nc(NCCN3CCOCC3)c3ccccc3n2)cc1 | 0.4 | 0 | -106 | 1.2 | 10
53 | COc1ccc(OC)c(-n2nnnc2SCC(=O)NCCc2ccccc2)c1 | 0.4 | -18 | -12 | 0.58 | 10
54 | O=C(CC1N=C2c3ccccc3N=C(SCc3ccc(Cl)cc3)N2C1=O)NCc1ccco1 (centres undefined) | 0.9 | -3 | 26 | -0.2 | 37*
55 | Cc1nc2ccccc2c(-c2ccccc2)c1C(=O)c1ccccc1 | 0.9 | 4 | -10 | 0.84 | 20
56 | COc1ccc(C(=O)Nc2c(N)nc(SCC(=O)N3CCC(C)CC3)[nH]c2=O)cc1OC | 1.1 | 4 | -21 | -0.87 | -4
57 | O=C(Cn1cnc2c(nnn2Cc2ccc(F)cc2)c1=O)N1CCCCC1 | 0.9 | -4 | -8 | . | -2

entry | CYP2C19 inh | sEH activator | sEH inhibitor | S1P2 ag
51 | 5 | 5 | -6 | -6
52 | 59* | -6 | 3 | 0
53 | 60* | -32 | 32 | -7
54 | 5 | 4 | -4 | -8
55 | 12 | -10 | 8 | 2
56 | -7 | 7 | -8 | -6
57 | 6 | -4 | 3 | -1
